Assay outcomes deposited in PubChem by National Center for Advancing Translational Sciences (NCATS).
PTHR1 agonist: agonists of human PTHR1 parathyroid hormone receptor. 410,000 compounds, 0.075% hits. Potency, µM (top dose mostly 115 µM), for inactives: at the top dose activation, hits mostly activators. Q03431. HEK293 GP2 PTHR1 cells, GloSensor cAMP luminescence, 1 h. AID 743266; further: potency means the concentration at half of the fitted maximal effect; nearly all actives have a fitted effect of over 55% in size; some results filed as inactive show a strong effect at the top dose; inactives centre near -15; many of its hits are not listed in these tables
Target sequence (Q03431 whole entry, looked up): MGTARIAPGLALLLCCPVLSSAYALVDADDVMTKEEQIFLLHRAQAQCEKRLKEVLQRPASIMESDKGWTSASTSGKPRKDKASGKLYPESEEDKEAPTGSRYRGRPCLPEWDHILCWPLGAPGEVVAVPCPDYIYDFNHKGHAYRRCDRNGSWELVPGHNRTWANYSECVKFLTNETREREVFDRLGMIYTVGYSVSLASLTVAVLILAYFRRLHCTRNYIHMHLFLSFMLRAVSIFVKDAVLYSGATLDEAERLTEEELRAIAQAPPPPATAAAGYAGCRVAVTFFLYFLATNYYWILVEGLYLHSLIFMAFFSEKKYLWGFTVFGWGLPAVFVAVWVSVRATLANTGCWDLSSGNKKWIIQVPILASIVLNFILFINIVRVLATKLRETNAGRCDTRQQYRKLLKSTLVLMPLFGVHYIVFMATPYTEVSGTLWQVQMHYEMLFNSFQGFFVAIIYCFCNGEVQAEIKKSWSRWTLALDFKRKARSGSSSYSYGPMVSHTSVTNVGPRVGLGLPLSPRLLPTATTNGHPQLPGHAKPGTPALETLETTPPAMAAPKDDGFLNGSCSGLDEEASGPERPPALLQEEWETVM
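HEK-293-derived GP2 cells expressing PTHR1 and a GloSensor cAMP reporter, 3,000/well, plated overnight, given luciferin plus IBMX (each 0.5 mM as added) for 1 h at 37 °C, then compound for 1 h at 37 °C. Luminescence was read after 15 min at room temperature.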
DRD3 antagonist: blocks the human D3 dopamine receptor. P35462. D3R cells, DiscoveRx beta-arrestin luminescence, antagonist mode; active compounds read low. max response, negative = inhibition, %. 360,000 compounds, 2.5% hits. AID 652054; in the data active means max response below about -50%; inconclusive means no clear call, values can overlap the other calls; further: on the % scale 0 is the no-effect control and ±100 the full control effect; mostly tested at two doses, the higher about 12 µM
Target sequence (P35462 whole entry, looked up): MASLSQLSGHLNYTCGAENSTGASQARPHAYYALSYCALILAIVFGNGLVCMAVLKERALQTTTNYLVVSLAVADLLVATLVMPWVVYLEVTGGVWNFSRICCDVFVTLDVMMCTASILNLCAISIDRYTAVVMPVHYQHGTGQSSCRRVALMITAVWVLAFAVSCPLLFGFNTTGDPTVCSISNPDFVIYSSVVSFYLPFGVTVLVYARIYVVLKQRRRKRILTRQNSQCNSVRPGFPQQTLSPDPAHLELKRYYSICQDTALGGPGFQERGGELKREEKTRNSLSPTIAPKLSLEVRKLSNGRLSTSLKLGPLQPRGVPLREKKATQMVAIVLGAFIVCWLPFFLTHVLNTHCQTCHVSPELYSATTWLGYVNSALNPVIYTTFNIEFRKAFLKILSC
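Cells expressing the human receptor were seeded at 1500 cells/well, incubated overnight at 37 degrees C in 5% CO2, then exposed to library compounds with dopamine controls for 90 minutes at 37 degrees C before luminescent detection.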
FUS suppressor: rescues growth of FUS-expressing yeast; 390,000 compounds, 0.24% hits; S. cerevisiae FUS-expressing, growth rescue, OD600, 24 h; AID 1347120; Potency, µM (series often up to 76.6 µM), for inactives: at the highest dose growth rescue (activation), most hits filed as activators;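 further: potency means the concentration at half of the fitted maximal effect; plate controls were DMSO vehicle for no effect and reference control for full effect; nearly all actives have a fitted effect of over 55% in size; some results filed as inactive show a strong effect at the top dose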
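Read-out: OD at 600 nm after 24hr at 30C, reporting rescue of FUS-induced yeast toxicity. Cells at OD 0.005 in galactose (2%) minimal medium; compounds tested in a dilution series; CP55940 titration from 92uM final as control.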
GLP-1R inv ag: inverse agonists of human GLP-1 receptor; HEK293 GLP-1R CRE-luciferase, luminescence, 24 h; GLP-1R form is constitutively active; Potency, µM (series often up to 38.3 µM), without a hit: top-dose activity change, negative = inhibition, hits mostly inhibitors; 410,000 compounds, 1.6% hits; AID 624417; further: potency means the concentration at half of the fitted maximal effect; on the % scale 0 is the no-effect control and ±100 the full control effect; nearly all actives have a fitted effect of over 55% in size
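HEK293 cells stably co-expressing a cAMP-responsive luciferase reporter and constitutively active GLP-1R were seeded, incubated 12 h, then exposed to compounds for 24 h at 37 C. Luminescence was read 12 min after detection reagent; inverse agonists lower signal.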
TDP43 rescue: inhibitors of TDP-43 toxicity in yeast | TDP-43 expressing yeast growth rescue, BacTiter-Glo, 24 h | Potency, µM (top dose mostly 46.1 µM), inactives show at the highest dose growth rescue (activation), hits mostly activators | 410,000 compounds, 1.8% hits; further: potency means the concentration at half of the fitted maximal effect; % of control where 0% means no effect; nearly all actives have a fitted effect of over 50% in size
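Yeast expressing TDP-43 (pregrown in raffinose, seeded at OD600=0.02 in galactose medium) exposed to compounds 24 hr at 30 deg C. Growth read by BacTiter-Glo luminescence; rescue of toxicity appears as increased signal.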
Abeta rescue: restores growth of yeast expressing A-beta42 peptide; 410,000 compounds, 0.063% hits; yeast expressing A-beta42, growth rescue, OD600, 48 h; response scale: 0% DMSO, 100% iron-clioquinol control; Potency, µM (series often up to 46.1 µM), for the others: top-dose growth rescue, usual class: activators; AID 1347071; further: potency means the concentration at half of the fitted maximal effect; nearly all actives have a fitted effect of over 55% in size
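Growth rescue measured by 600 nm absorbance after 48 h yeast culture at 30 C with compound. Values normalized between DMSO and an equimolar ferric chloride plus clioquinol control.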
GLP1R ag: agonists of human GLP-1 receptor | AID 624172 | HEK293 GLP-1R CRE-luciferase, luminescence, 4-6 h; cells express a hypersensitive GLP-1R form | 380,000 compounds, 0.007% hits | Potency, µM (series often up to 45.6 µM), for the others: at the highest dose activation, actives largely listed as activators; further: potency means the concentration at half of the fitted maximal effect; % of control where 0% means no effect
aSyn rescue: inhibitors of alpha-synuclein toxicity in yeast; Yeast expressing alpha-synuclein, growth rescue, BacTiter-Glo, 24 h; Potency, µM (titrated, usually from 46.1 µM), for inactives: top-dose growth rescue (activation), most hits filed as activators; 370,000 compounds, 0.14% hits; further: potency means the concentration at half of the fitted maximal effect; % of control where 0% means no effect; nearly all actives have a fitted effect of over 65% in size
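Screening used galactose-induced yeast with toxic alpha-synuclein levels, exposed to compound for 24 hr at 30 deg C. Cell growth, read with BacTiter-Glo luminescence, gave the measured signal.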
Akt phos inh: blocks phosphorylation of Akt; activity change, % for hits at 50 µM; 360,000 compounds, 0.32% hits; AID 651550; Neuro2A IGF-stimulated pAkt S473 HTRF, 20 min; active compounds read low; in the data active means activity change below about -80%; inconclusive means mostly about -51% to -80%; further: on the % scale 0 is the no-effect control and ±100 the full control effect
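Single-point screen (50 µM final compound) in Neuro2A cells stimulated 20 min with 6 nM IGF at 37 deg C. After lysis, Ser473-phosphorylated Akt read by HTRF (ex 330 nm, em 615/665 nm) as the 665/615 ratio.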
* marks the source's active call; other numbers are inactive results; i = inactive; ? = inconclusive; . = no result given; [ ] = remark or other dose. Unless noted, the call rests on the fitted dose curve; in most records, active means well fitted curve in the direction sought with a large enough effect; inconclusive means small, poorly fitted or top-dose-only effect, or another doubt; inactive means no such curve, though single readings can be large; an effect the other way counts as inactive or inconclusive. This is a subset; rates above refer to the full screens.

SMILES	PTHR1 agonist	DRD3 antagonist	FUS suppressor	GLP-1R inv ag	TDP43 rescue	Abeta rescue	GLP1R ag	aSyn rescue	Akt phos inh
CCCc1cc(C(=O)N2CCCC(C(=O)c3cc(C)c(OC)c(C)c3)C2)n(C)n1 (configuration not stated)	-49%	-2	?	?	2%	-5%	9%	0%	i
COCCCn1c(SCc2cc(=O)[nH]c3ccccc23)nnc1-c1ccco1	i	14	11%	-15%	-7%	-2%	-2%	3%	i
Cc1ccc(S(=O)(=O)Nc2cc3c(cc2NCc2ccccc2)n(C)c(=O)n3C)c(C)c1	-21%	.	-14%	13%	17%	-4%	.	.	.
Cc1ccccc1CNC(=O)c1[nH]c(C(F)(F)F)nc1-c1ccccc1	-43%[inhibitor]	0	9%	-6%	30%	13%	-6%	-8%	i
CCCCC(=O)N(C)c1c(C)nc2ccc(C(=O)N3CCN(C(=O)c4ccco4)CC3)cn12	24%	0	-8%	-2%	-10%	-2%	-5%	-9%	.
Cc1ccc([C@H]2N[C@]3(CCCN(CC4CCCCC4)C3=O)[C@H]3C(=O)N(C)C(=O)[C@@H]23)cc1	-14%	-21	-1%	4%	18%	3%	-5%	2%	i
CC(=O)Nc1ccc(S(=O)(=O)NC(C)C(=O)NCC(c2ccco2)N(C)C)cc1 (configuration not stated)	i	-4	7%	7%	6%	4%	-18%	-1%	i
Cc1cc(C)n2nc(C(=O)OCC(=O)NNC(=O)c3ccc(Cl)cc3)nc2n1	-6%	-11	-13%	5%	16%	13%	-6%	-7%	i
CCCCNC(=O)Nc1nc2ccc(CC)cc2s1	-12%	-6	8%	?	10%	12%	17%	0%	i
N#Cc1ccc(NC(=S)NC(=O)C2CCCCC2)cc1	-47%[inhibitor]	-25	.	?	?	1%	3%	-4%	i
Cc1nc2ccc(NS(=O)(=O)c3ccc4c(c3)OCCO4)cc2s1	-32%[inhibitor][57.5 µM]	18	-3%	16%	13%	2%	-2%	2%	i
CC(C)S(=O)(=O)C1=NSC2=NC(=O)/C(=C\c3ccc(-c4cccc(C(=O)O)c4)o3)C(=N)N21	i	1	?	-1%	4%	-9%	-2%	0%	i
CCN(Cc1ccccc1)S(=O)(=O)c1ccc(OC)c2ncccc12	-5%	2	7%	72%[activator]	-1%	-5%	8%	12%	i
C/C(=C\C(=O)c1ccccc1)NCc1ccc(F)cc1	-8%	-23	-16%	-34%	16%	-7%	0%	-4%	i
CCc1ccccc1NC(=O)CSc1nc(C)c(C(=O)Nc2ccccc2)c(-c2ccc(Cl)cc2)c1C#N	i	.	-2%	-9%	23%	1%	.	.	.
Cc1ccccc1OCc1nnc(SCC(=O)NC2CCCCC2)o1	-5%	-8	1%	?	-2%	0%	12%	-4%	i
S=C(NC1CCCCC1)N(CCc1nc2ccccc2[nH]1)C1CCCC1	-2%	0	32%	10µM*	17%	28%	-5%	-3%	i
NS(=O)(=O)c1ccc(NC(=S)NCc2ccccc2Cl)cc1	-16%	-68*	.	?	-2%	9%	-4%	-9%	i
COc1ccc(Nc2ccc([N+](=O)[O-])cn2)cc1	-16%	?	5%	2%	?	0%	0%	-1%	i
CCc1ccccc1NC(=S)N1CCN(c2ccccn2)CC1	i	5	.	-18%	5%	23%	0%	0%	i
CC1(C)Cc2c(cnn2-c2ccccc2)C(NC(=O)CCc2ccc(=O)[nH]n2)C1 (configuration not stated)	i	1	.	8%	-10%	4%	-2%	1%	i
COCCCN1C(=O)C(=O)/C(=C(/O)c2ccc(S(=O)(=O)N3CCCCC3)cc2)C1c1ccc(O)cc1 (configuration not stated)	6%	-3	11%	-7%	-12%	-6%	-4%	1%	i
COCCNC(=O)c1ccccc1NC(=O)c1cccc([N+](=O)[O-])c1C	i	-11	22%	25%	-10%[0.397 µM]	2%	15%	1%	i
CC(O)[C@H]1CN=C(N)N1CC1CCCCC1 (some centres not stated)	i	0	-17%	9%	18%	-17%	5%	-1%	i
COc1ccc(-n2nnnc2SCC(=O)c2ccc3c(c2)OCCO3)cc1	i	153	35%	10%	-15%	6%	0%	-2%	i
Following part.
SMILES	PTHR1 agonist	DRD3 antagonist	FUS suppressor	GLP-1R inv ag	TDP43 rescue	Abeta rescue	GLP1R ag	aSyn rescue	Akt phos inh
CCCC(NC(=O)Cc1c(C)c2c(cc(C)c3c(C)coc32)oc1=O)C(=O)O (configuration not stated)	i	18	-20%	9%	14%	-17%	-6%	0%	i
Cc1c(C)n(Cc2ccccc2)c2ccc(C(=O)N3CCN(c4ccc(F)cc4)CC3)cc12	i	.	?	?	4%	1%	.	.	.
CN(Cc1ccc(F)cc1)C(=O)CN1CCN(S(=O)(=O)c2ccc3c(c2)OCCCO3)CC1	-26%	-1	29%	12%	17%	7%	-3%	5%	i
COC(=O)[C@H](C)NC(=O)Nc1ccccc1C(F)(F)F	i	16	-8%	0%	-5%	8%	-10%	1%	i
Cc1nc2ccc(-c3nc4ccccc4o3)cc2[nH]1	-40%	17	11%	24%	9%	-19%	4%	-1%	i
CSc1sc(C(=O)OC(C)C)c2c1C(=O)CC(C)(C)C2	-10%	38	9%	-12%	-2%[1.82 µM]	3%	6%	4%	i
COc1ccc(S(=O)(=O)N2CCOCC2)cc1NC(=O)CC1CCCC1	-4%	9	.	17%	6%	2%	-3%	-1%	i
COCc1c(C(=O)OCC(=O)NCCN2C(=O)CSC2=O)oc2ccccc12	-13%	-8	7%	-6%	0%	20%	0%	6%	i
CCc1cc(-c2nnn(CCC3COCCO3)c2CC)ccc1-c1cn(Cc2ccccc2)nn1 (configuration not stated)	-53%[inhibitor]	30	?	?	?	6%	6%	0%	i
N#Cc1ccc(OCC(=O)N2CCN(c3ccc(C(F)(F)F)cn3)CC2)cc1	-16%	3	-13%	4%	-24%	-15%	-8%	-8%	i
S=c1[nH]cc(-c2ccccc2)n1-c1cccc(Cl)c1	i	2	21%	?	20%	11%	-1%	3%	i
COc1ccc(OC)c(NC(=S)NCc2cccs2)c1	i	-12	2%	3%	1%	5%	-6%	-3%	i
Cc1cccc(C)c1NC(=O)c1cc(S(=O)(=O)N2CCOCC2)ccc1F	-19%	-23	23%	0%	-5%	-27%	2%	0%	i
CCCNC(=O)Cn1nc(C(F)(F)F)c2c1CCC2	i	-5	-1%	-5%	10%	7%	-5%	2%	i
CC(=O)Oc1cccc(NC(=O)c2ccc3c(c2)C(=O)N(CC(C)C)C3=O)c1	-17%	7	-7%	-28%	7%	8%	5%	3%	i
O=C(O)CCNc1ccc(Cl)cc1	i	4	-16%	0%	15%	-9%	-1%	2%	i
CC(NC(=O)COC(=O)/C=C/c1ccco1)c1ccccc1 (configuration not stated)	i	3	14%	6%	11%	-5%	14%	0%	i
O=C(Nc1nc2ccc(Cl)cc2s1)[C@@H]1CCCN1C(=O)c1cccs1	-1%	-1	.	?	16%	10%	6%	7%	i
c1ccc(-c2ccnc3nc(-n4cccc4)nn23)cc1	-4%[57.5 µM]	-8	11%	0%	1%	12%	0%	-4%	i
S=C1SCN(Cc2ccco2)CN1Cc1ccco1	-10%	6	-13%	5.6µM*	?	5%	0%	-20%	i
Cc1c(NC(=O)COC(=O)c2ccc(Cl)nc2)c(=O)n(-c2ccccc2)n1C	i	-16	18%	0%	-21%	-11%	7%	-11%	i
Cn1c2ccccc2c2nnc(SCC(=O)NC3CCCC3)nc21	-7%	-10	-8%	29%	2%	-3%	10%	6%	i
Cc1ccc(N=C(NOCc2ccc(Cl)cc2Cl)c2nonc2N)c(C)c1	i	0	10%	?	-19%	11%	1%	-5%	i
COc1ccc(C2NC(=O)CCC2[N+](=O)[O-])cc1OC (configuration not stated)	-23%	-16	-33%	18%	13%	-6%	-4%	2%	i
COc1ccc(C(=O)NC(=S)Nc2nc(C)c(C(=O)N(C)C)s2)cc1	-2%[57.5 µM]	-12	15%	-3%	-10%	0%	-9%	0%	i
New compounds follow.
SMILES	PTHR1 agonist	DRD3 antagonist	FUS suppressor	GLP-1R inv ag	TDP43 rescue	Abeta rescue	GLP1R ag	aSyn rescue	Akt phos inh
CC(OC(=O)c1cnccn1)C(=O)c1ccccc1 (configuration not stated)	i	12	-2%	5%	21%	15%	-2%	0%	i
Cc1cc(N2C(=O)C(O)=C(C(=O)c3cccs3)C2c2ccc(F)cc2)no1 (configuration not stated)	i	34	28%	-11%	-33%[inhibitor]	4%	-5%	4%	i
CC(=O)N1CC=CC1(CC(C)C)C(=O)NCc1cc(F)cc(C(F)(F)F)c1 (configuration not stated)	i	2	3%	7%	11%	0%	-6%	-5%	i
O=C(CC1CC2CCC1C2)Nc1nc(-c2ccccn2)cs1 (configuration not stated)	-26%	-11	40%	-6%	18µM*	14µM*	14%	25µM*	i
COc1ccc(OC)c(NC(=O)C(=O)NNC(=O)COc2ccc(Br)cc2C)c1	-5%	-15	-13%	-5%	-4%	1%	-7%	1%	i
COc1ccc(Cl)cc1C(Nc1cccnc1)c1ccc2cccnc2c1O (configuration not stated)	i	?	5%	-5%	-52%[inhibitor]	-69%[inhibitor]	21%	16%	i
CCCCn1c(CCC)nc([N+](=O)[O-])c1Sc1ccc(Cl)cn1	-5%	-4	28%	-3%	?	16%	-2%	0%	-114%*

Molecules from the list above with a cyano group, in the order listed:
SMILES	PTHR1 agonist	DRD3 antagonist	FUS suppressor	GLP-1R inv ag	TDP43 rescue	Abeta rescue	GLP1R ag	aSyn rescue	Akt phos inh
N#Cc1ccc(NC(=S)NC(=O)C2CCCCC2)cc1	-47%[inhibitor]	-25	.	?	?	1%	3%	-4%	i
CCc1ccccc1NC(=O)CSc1nc(C)c(C(=O)Nc2ccccc2)c(-c2ccc(Cl)cc2)c1C#N	i	.	-2%	-9%	23%	1%	.	.	.
N#Cc1ccc(OCC(=O)N2CCN(c3ccc(C(F)(F)F)cn3)CC2)cc1	-16%	3	-13%	4%	-24%	-15%	-8%	-8%	i
